Compound activity as filed in PubChem BioAssay.
APP 5'UTR act: activators of APP 5'UTR luciferase reporter, primary screen, SH-SY5Y cells; AID 1276, 2008; SH-SY5Y APP 5'UTR luciferase reporter, luminescence; zero percent = DMSO vehicle wells; 1% of 190,000 active; activation, % at 2 µM;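 active means activation above a set limit, based on mean plus 3 SD of controls, cut at about 140% in these data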; further: values of inactives mirror those of a sister screen read the other way
FLuc inhib CS: firefly luciferase enzyme inhibitors, primary screen, artefact control for luciferase-based inhibitor screens, biochemical, luminescence, ATPLite; Luciferin 4-monooxygenase (Photinus pyralis), P08659; 10 min; 1.5% of 200,000 active; AID 1006, 2008; inhibition, % at 10 µM;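 active means inhibition above about 50% when tested at 10 µM, limit read from the data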
Target sequence (P08659 whole entry, looked up): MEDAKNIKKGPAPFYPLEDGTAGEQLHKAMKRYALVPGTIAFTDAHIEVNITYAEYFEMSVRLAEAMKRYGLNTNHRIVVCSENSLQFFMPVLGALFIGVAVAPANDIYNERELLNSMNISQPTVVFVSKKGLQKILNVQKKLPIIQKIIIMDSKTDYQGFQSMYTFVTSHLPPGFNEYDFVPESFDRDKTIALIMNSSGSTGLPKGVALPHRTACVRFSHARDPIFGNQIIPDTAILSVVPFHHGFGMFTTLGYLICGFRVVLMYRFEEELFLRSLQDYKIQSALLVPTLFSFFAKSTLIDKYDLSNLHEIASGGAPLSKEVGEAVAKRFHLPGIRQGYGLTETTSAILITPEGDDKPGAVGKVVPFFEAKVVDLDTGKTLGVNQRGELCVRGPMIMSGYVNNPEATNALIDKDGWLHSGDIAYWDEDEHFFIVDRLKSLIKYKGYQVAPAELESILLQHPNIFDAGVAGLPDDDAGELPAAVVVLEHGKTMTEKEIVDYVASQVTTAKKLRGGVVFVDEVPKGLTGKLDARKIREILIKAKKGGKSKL
STAT1 inh: STAT1 signaling inhibitors, primary screen, cell-based, HTS, luciferase reporter | inhibition, % at 5.5 µM | 0.35% of 200,000 active | NIH 3T3 STAT1-luciferase reporter, IFN-gamma, luminescence | AID 920, 2007;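 active means inhibition above a set limit, the mean inhibition across all tested compounds plus 3 SD, cut at about 34% in these data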;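 further: 0% = IFN-gamma with DMSO and 100% = IFN-gamma with 300 µM nifuroxazide; values of inactives mirror those of a sister screen read the other way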
NF-kB neuron act: activators of NF-kB expression in neurons, primary screen, cell-based, HTS. AID 1239, 2008. 1.6% of 190,000 active. human neuronal cells, NF-kB reporter expression; hits give high values. fold change at 12.5 µM; in the data active means fold change above about 3.3
ROMK mod: ROMK potassium channel modulators, primary screen, cell-based, thallium flux, MLSMR library; B-score at 10 µM; 2% of 130,000 active; ATP-sensitive inward rectifier potassium channel 1 (Homo sapiens), P48048; Tet-inducible ROMK, thallium flux fluorescence; actives lie on both sides;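 active means signal ratio slope over the read window, or its plate-corrected B-score, at least 3 SD from the plate mean, either direction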;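 further: B-score of the F/F0 ratio slope over 7 to 12 s after thallium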
Target sequence (P48048 whole entry, looked up): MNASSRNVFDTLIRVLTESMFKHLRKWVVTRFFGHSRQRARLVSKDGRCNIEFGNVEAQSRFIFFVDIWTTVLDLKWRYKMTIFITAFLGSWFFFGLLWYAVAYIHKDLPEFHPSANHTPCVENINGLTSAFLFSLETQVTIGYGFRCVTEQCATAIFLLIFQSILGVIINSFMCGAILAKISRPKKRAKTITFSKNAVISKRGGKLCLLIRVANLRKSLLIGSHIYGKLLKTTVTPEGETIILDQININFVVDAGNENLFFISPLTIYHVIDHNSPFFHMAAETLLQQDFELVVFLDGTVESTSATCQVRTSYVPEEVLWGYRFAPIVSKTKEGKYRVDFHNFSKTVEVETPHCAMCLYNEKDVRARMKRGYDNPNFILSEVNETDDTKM
APP transl inh: inhibitors of APP translation via 5'UTR reporter, primary screen, APP 5'UTR luciferase, SH-SY5Y cells; SH-SY5Y APP 5'UTR-luciferase reporter, luminescence; inhibition, % at 2 µM; 0.82% of 190,000 active;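 active means inhibition above a set limit, derived from the sample mean plus 3 SD, cut at about 45% in these data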; further: values of inactives mirror those of a sister screen read the other way
STAT3 inh: IL-6 driven STAT3 reporter inhibitors, primary screen, U3A cells, luciferase, luminescence, MLSCN library | IL-6 STAT3-luciferase reporter; host cell line lacks STAT1 | inhibition, % at 5.5 µM | 0.89% of 190,000 active;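 active means inhibition above the mean inhibition across all screened compounds plus 3 SD, cut at about 44% in these data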;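 further: 0% = DMSO only wells and 100% = 100 µM nifuroxazide control wells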
FLuc stim CS: FLuc activators, initial screening, artefact control for FLuc-dependent activation tests, biochemical, ATPlite luminescence | ATPlite luciferase biochemical, 10 min; 0 = ATP-free wells, 1 = DMSO control | activation factor at 10 µM | 200,000 tested, under 10 active;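 active means luciferase activation factor, scaled between plate controls, of at least 2 with compound at 10 µM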
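Material: Luciferase/luciferin reagent mix; Doses: test compounds dosed from 2 mM stocks in 100% DMSO; Schedule: 10 min incubation after luciferase reagent addition, room temperature; Measured by: luminescence from luciferase reaction; Read-out: luminescence gain marking luciferase activators.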
STAT1 act: STAT1 signaling activators, primary screen, cell-based, HTS, luciferase reporter; NIH 3T3 STAT1-luciferase reporter, IFN-gamma, luminescence; 100% = IFN-gamma alone, no compound; activation (% of control), % at 5.5 µM; 2.6% of 200,000 active;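 active means activation above the screen-wide mean activation plus 3 SD, cut at about 130% in these data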;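 further: raw ratio to IFN-gamma control signal so 100% means no change and 0% no light; values of inactives mirror those of a sister screen read the other way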
STAT3 act: IL-6 driven STAT3 reporter potentiators, primary screen, U3A cells, luciferase, luminescence, MLSCN library; activation (% of control), % at 5.6 µM; 0.91% of 190,000 active; IL-6 STAT3-luciferase reporter; 100% = signal with IL-6 EC80 alone;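 active means activation above the screen-wide mean of compound activation plus 3 SD, cut at about 130% in these data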;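 further: 0% = background luminescence of wells with medium and substrate only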
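Test system: human U3A cells carrying STAT3-luciferase construct; control set: IL-6-only wells as 100% reference; timing: compound pre-incubation 1 h before IL-6, then 6 h stimulation at 37 °C; also added: IL-6 stimulus at 33 ng/mL final; evaluation: % activation versus median of IL-6-stimulated wells; detection: reporter luminescence signal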
* = called active by the depositor; · = no result given.

nr	compound	APP 5'UTR act	FLuc inhib CS	STAT1 inh	NF-kB neuron act	ROMK mod	APP transl inh	STAT3 inh	FLuc stim CS	STAT1 act	STAT3 act
1	CCOC(=O)c1c(Nc2ccc(Cl)cc2)sc(/C=C2\C=Nc3ccccc32)c1O	-19	-6	3	1	-2.1	18	25	1.1	97	83
2	Cc1ccc2cc(CCNC(=O)Cc3cccs3)c(=O)[nH]c2c1	-10	-10	5	1.1	-2	10	3	1.1	96	97
3	CC(=O)C1=C(C)NC(=O)NC1c1ccc(OC2CCCC2)cc1 (configuration not stated)	15	-1	-11	1	·	-15	3	1	110	101
4	CCOC(=O)CCc1c(C)nc(SCCCn2c(=O)[nH]c3ccccc32)c(C#N)c1C	29	-5	8	0.93	·	-29	7	1.1	93	97
5	C/C(CC(=O)Nc1ccc2ccccc2c1)=N\NC(=O)c1cnccn1	18	0	-9	0.95	0.66	-18	-8	1	108	107
6	COc1ccc(Cl)cc1-n1c(=S)sc2c(=O)[nH]c(SCC(=O)NCC3CCCO3)nc21 (configuration not stated)	5	-7	-1	1.4	-0.11	-4	4	1.1	101	100
7	CC(=O)Nc1ccc(NC(=O)Nc2ccccc2C)cc1	-3	7	-5	1.1	·	3	0	0.9	103	103
8	CCOC(=O)C1=C(C)N(c2ccc(OCC)cc2)C(=O)/C1=C\c1ccco1	12	-4	-2	1.1	0.012	-12	19	1	101	92
9	C=CCNC(=O)c1ccccc1NC(=O)c1ccc(Cl)c(S(=O)(=O)Nc2cccc(C)c2C)c1	-8	-2	4	0.71	-0.36	8	7	1	96	97
10	N#Cc1c2n(c3c(=O)n(Cc4ccccc4)cnc13)CCCC2	6	2	-3	0.96	·	-6	-10	1	103	112
11	COc1cc(C(=O)Nc2c(C)cc(C)cc2C)c([N+](=O)[O-])cc1OC	-10	-5	-1	0.88	-0.47	10	3	1.1	101	95
12	COCc1nnc(NC(=O)c2ccc(S(=O)(=O)N3CCCc4ccccc43)cc2)o1	12	-3	8	0.81	0.72	-12	15	1	93	90
13	O=C(COC(=O)c1cccs1)Nc1nc(-c2ccccc2)cs1	-5	-2	0	1.2	·	5	2	1	100	94
14	Cc1ccc(S(=O)(=O)Nc2ccccc2/C=N/c2nc3ccccc3n2C)cc1	3	-4	3	1.2	-0.36	-3	-5	1	97	108
15	Cc1ccc(NC(=O)CNCc2ccccc2)cc1Br	-8	2	-7	1.3	-1.6	8	2	1	106	105

Further results.
nr	compound	APP 5'UTR act	FLuc inhib CS	STAT1 inh	NF-kB neuron act	ROMK mod	APP transl inh	STAT3 inh	FLuc stim CS	STAT1 act	STAT3 act
16	COc1ccc(Br)cc1CN(C)CC(=O)NCCc1ccccc1	24	-2	2	1	-0.81	-24	8	1	98	97
17	COc1ccc(/C=N/n2cnnc2)cc1Cn1nc(C)c([N+](=O)[O-])c1C	-9	-3	2	1	-0.63	9	11	1	96	98
18	N#Cc1nc(-c2cccs2)oc1NCCCN1CCOCC1	-12	-5	1	1.2	·	12	4	1	99	98
19	Cn1nnnc1SCCNCc1ccccc1OCc1ccc(Cl)cc1	3	1	-3	1	-2.1	-3	5	1	103	96
20	COc1ccc(OC)c(NC(=O)C(CC(C)C)NC(=O)C2CCCCC2)c1 (configuration not stated)	6	-6	4	0.8	·	-6	4	1.1	97	102
21	CN(CCc1cnn(C)c1)Cc1cn[nH]c1-c1ccc(-c2ccccc2)cc1	18	-4	-16	1.4	-0.5	-18	0	1	115	105
22	N#C/C(=N\Nc1ccc(S(=O)(=O)N2CCCCCC2)cc1)C(N)=S	10	-3	15	1	0.47	-10	24	1	86	83
23	Cc1cc(NC(=O)c2cccc(COc3ccc(Br)cc3)c2)no1	113	9	15	2.7	·	-113	49*	0.9	86	63
24	O=S(=O)(c1cccc2cccnc12)N1CCN(c2ccccn2)CC1	40	-6	2	0.85	·	-40	4	1.1	97	101
25	O=C(C(NS(=O)(=O)c1cccc2nsnc12)c1ccccc1)N1CCN(c2ccccn2)CC1 (configuration not stated)	5	-11	2	0.89	-0.13	-5	-11	1.1	99	112
26	O=C1CCCCC1Sc1nnc(Nc2ccccc2)s1 (configuration not stated)	58	23	-49	3.1	-0.0036	-58	-12	0.8	144*	112
27	CCSc1nnc(NC(=O)CSc2nnc(CNC(=O)c3ccccc3F)o2)s1	6	3	2	0.93	0.68	-6	3	1	98	98
28	C/C(=N\NC(=O)C(N)=O)c1ccc2c(c1)OCCO2	10	12	-9	1.3	·	-10	-7	0.9	107	110
29	Cc1cc(NC(=S)N(Cc2ccc(Cl)cc2)Cc2ccc(C(=O)O)cc2)ccc1Cl	-3	-4	-6	1.2	0.08	3	13	1	105	91
30	Cc1ccc(NC(=S)NN2CCOCC2)c(C)c1	-14	-7	-4	0.89	·	14	-7	1.1	103	108

Shown as a hit in STAT1 act, of those listed so far:
item	compound	APP 5'UTR act	FLuc inhib CS	STAT1 inh	NF-kB neuron act	ROMK mod	APP transl inh	FLuc stim CS	STAT1 act	STAT3 act
26	O=C1CCCCC1Sc1nnc(Nc2ccccc2)s1 (configuration not stated)	58	23	-49	3.1	-0.0036	-58	0.8	144*	112

Entries from the list above with two or more sulfur atoms (6):
nr	compound	APP 5'UTR act	FLuc inhib CS	STAT1 inh	NF-kB neuron act	ROMK mod	APP transl inh	STAT3 inh	FLuc stim CS	STAT1 act	STAT3 act
6	COc1ccc(Cl)cc1-n1c(=S)sc2c(=O)[nH]c(SCC(=O)NCC3CCCO3)nc21 (configuration not stated)	5	-7	-1	1.4	-0.11	-4	4	1.1	101	100
13	O=C(COC(=O)c1cccs1)Nc1nc(-c2ccccc2)cs1	-5	-2	0	1.2	·	5	2	1	100	94
22	N#C/C(=N\Nc1ccc(S(=O)(=O)N2CCCCCC2)cc1)C(N)=S	10	-3	15	1	0.47	-10	24	1	86	83
25	O=C(C(NS(=O)(=O)c1cccc2nsnc12)c1ccccc1)N1CCN(c2ccccn2)CC1 (configuration not stated)	5	-11	2	0.89	-0.13	-5	-11	1.1	99	112
26	O=C1CCCCC1Sc1nnc(Nc2ccccc2)s1 (configuration not stated)	58	23	-49	3.1	-0.0036	-58	-12	0.8	144*	112
27	CCSc1nnc(NC(=O)CSc2nnc(CNC(=O)c3ccccc3F)o2)s1	6	3	2	0.93	0.68	-6	3	1	98	98

Later entries:
nr	compound	APP 5'UTR act	FLuc inhib CS	STAT1 inh	NF-kB neuron act	ROMK mod	APP transl inh	STAT3 inh	FLuc stim CS	STAT1 act	STAT3 act
31	COc1ccc(CC(=O)OCC(=O)NC(=O)NC(C)C)cc1	·	-6	-1	1.1	0.06	·	4	1.1	101	95
32	CC(=O)Nc1cccc(S(=O)(=O)N2CCCCCC2)c1	1	-3	9	1	·	-1	10	1	92	97
33	Cc1ccc(S(=O)(=O)N2CCCCC2)cc1NC(=O)Cc1c[nH]c2ccccc12	-9	-4	18	0.83	·	9	-37	1	83	132
34	NC(=O)CCS(=O)(=O)c1ccc(Cl)cc1	-9	-6	4	1.1	·	9	8	1.1	94	96
35	CC1(C)CC2(CCO1)OC(=O)CC2C(=O)Nc1ccccc1Cl (configuration not stated)	-7	-6	-9	0.99	1.5	7	3	1.1	106	103
36	COc1cc(-c2nc(S(=O)(=O)c3ccccc3)c(N3CCOCC3)o2)cc(OC)c1OC	6	-10	4	1.1	-0.18	-6	0	1.1	99	102
37	O=S(=O)(Nc1ccc(S(=O)(=O)Nc2cccc3ccccc23)cc1)c1ccccc1	9	-5	6	0.9	-0.24	-9	10	1	95	96
38	CCN(C(=O)CSc1ncccc1C(=O)Oc1cccc([N+](=O)[O-])c1)c1cccc(C)c1	12	1	1	1.1	·	-12	-10	1	99	109
39	CN(Cc1nc(-c2cnccn2)no1)CC(O)c1ccccc1 (configuration not stated)	4	-6	3	0.94	0.2	-4	19	1.1	96	93
40	COc1ccc(-c2cc(C(=O)O)c(C)o2)cc1OC	99	10	-56	2.4	·	-99	40	0.9	152*	70
41	Cc1nn(-c2ccccc2)c(Cl)c1/C=C/C(=O)c1ccccc1	79	9	-8	2.3	0.099	-79	-1	0.9	107	99
42	CCOc1cc(C)c(Cl)cc1S(=O)(=O)NCCOC	0	-5	1	1	1.4	0	-2	1	99	103
43	Nc1cc(=O)nc(SCC(=O)N(C2CCCCC2)C2CCCCC2)n1-c1ccccc1	0	-1	-4	1.3	-0.92	0	-5	1	103	108
44	CSC(=NCc1ccc(F)cc1)NS(=O)(=O)c1cccs1	13	-9	-2	0.9	-0.39	-13	-4	1.1	102	105
45	CC(C)S(=O)(=O)c1nsc2nc(=O)c(/C=C3\C=Nc4ccccc43)c(N)n12	35	-2	9	1.3	1.7	-35	9	1	92	98
46	O=C(NCc1ccccc1)C1c2ccccc2Oc2ccccc21	-8	-7	2	·	·	8	-1	1.1	96	105
47	CCc1nn(CC(=O)NCCCN(Cc2ccccc2)C(C)C)c(=O)c2cc3sccc3n12	5	-2	-1	1.2	-1.3	-5	8	1	101	98
48	CC(C)c1[nH]nc2c1C(C(C)C)C(C#N)=C(N)O2 (configuration not stated)	17	-8	6	1	·	-17	-30	1.1	95	128

Outcome played no part in choosing rows (roughly 7.1% active in at least one column).
